Source: PubChem BioAssay (Broad Institute)
E-selectin induc – induces E-selectin expression in human endothelial cells | HUVEC E-selectin immunofluorescence imaging; normalized: neutral wells 0, TNF-alpha wells 100 | AID 686992 | activation, % at 7.58 µM | P16581 | 260,000 tested, 0.37% active;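 active = mean E-selectin-positive cell signal at least 10% of the positive control, reached in at least 60% of replicates, without over 20% cell loss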;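 also: in these data hits start at about 27%; measured in HUVEC primary endothelial cells; signal is the percent of cells scored E-selectin positive by PE staining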
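Material: HUVEC primary endothelial cells; Amount: 3,000 cells per well; Dosing: single concentration; Medium: EGM-2 growth medium on 0.1% gelatin-coated wells; Read-out basis: percent E-selectin-positive cells; Signal: immunofluorescence imaging; Control set: TNF-alpha, DMSO.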
RAD54 branch – blocks human RAD54 Holliday junction branch migration; 360,000 tested, 0.14% active; AID 602329; FAM/BHQ fluorescence; inhibition, % at 10.4 µM;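 active = mean normalized replicate activity at least 40 and at least half of replicates scoring 40 or more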;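 also: 0% = median of neutral control wells and 100% = median of positive control wells; inhibitors cause a drop in the FAM fluorescence signal; in these data hits start at about 50%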
S100A4 inh HTS – S100A4-myosin IIA interaction inhibition | 360,000 tested, 0.14% active | P26447 | AID 652163 | inhibition, % at 10.7 µM | S100A4/TAMRA-MyoIIA peptide fluorescence polarization;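 active = mean inhibition of at least 70% across replicates, with every replicate also reaching that level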
Target sequence (P26447 whole entry, looked up): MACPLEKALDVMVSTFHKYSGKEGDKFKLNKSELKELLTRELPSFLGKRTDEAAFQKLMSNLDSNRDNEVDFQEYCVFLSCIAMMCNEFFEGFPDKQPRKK
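System – human S100A4 monomer protein, biochemical binding assay · Buffer or medium – Calcium-containing HEPES buffer, pH 7.2 · Timing – 5 min between mix addition and reading · Also added – TAMRA-labelled myosin IIA heavy-chain peptide probe, 5 nM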
FN deposition inh – fibronectin deposition inhibition. AH1F fibroblasts, Alexa488-fibronectin deposition fluorescence, overnight. inhibition, % at 12.6 µM. 350,000 tested, 0.086% active. AID 743247;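 active = mean inhibition across replicates of 30% or more, regardless of how many single replicates reach that level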;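 also: positive control wells lacked labelled fibronectin entirely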
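test system = AH1F fibroblasts assembling fluorescent fibronectin matrix | quantity = 10000 AH1F cells per well | buffer or medium = DMEM plus 2% serum, read in PBS | doses = single dose, pinned | incubation = 1 h cell attachment, overnight exposure to compound and label | detection = fluorescence at 485 nm excitation, 525 nm emission | read-out basis = inhibition from reduced deposited-fibronectin fluorescence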
XiGFP reactiv – activators of X-chromosome reactivation in mouse fibroblasts | XiGFP mouse fibroblasts, % GFP-positive cells imaging, 3 d; cells co-treated with 5-aza-dC sensitizer; scaled so ellipticine positive control = 100% | activation, % at 7.58 µM | 360,000 tested, 0.055% active | AID 743238;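 active = mean normalized replicate activation at least 10% and every replicate at or above 10%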;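 also: 0% = median of on-plate neutral control wells and 100% = ellipticine 6 µM median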
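material = 68-5-11 XiGFP fibroblast line | medium = DMEM plus 5-aza-dC sensitizer | schedule = 3 days compound exposure | benchmarks = positive control ellipticine, 6 µM final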
esBAF inh – inhibitors of esBAF chromatin remodeling in mouse ES cells; Bmi1-luciferase knock-in reporter, 24 h; 100% = twice the neutral-well signal; reporter increase, % at 12.5 µM; 350,000 tested, 2% active; AID 602393; in the data active = activation above about 40%;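 also: 0% = median of the plate's neutral control wells and 100% = double that signal; a rise in the Bmi1 reporter signal indicates esBAF inhibition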
RAD52 anneal inh – inhibitors of human RAD52 DNA annealing | P43351 | recombinant RAD52 DNA annealing, FRET fluorescence | inhibition, % at 18.7 µM | 360,000 tested, 0.46% active | AID 651710;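 active = every replicate showing at least 50% inhibition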
Target sequence (P43351 whole entry, looked up): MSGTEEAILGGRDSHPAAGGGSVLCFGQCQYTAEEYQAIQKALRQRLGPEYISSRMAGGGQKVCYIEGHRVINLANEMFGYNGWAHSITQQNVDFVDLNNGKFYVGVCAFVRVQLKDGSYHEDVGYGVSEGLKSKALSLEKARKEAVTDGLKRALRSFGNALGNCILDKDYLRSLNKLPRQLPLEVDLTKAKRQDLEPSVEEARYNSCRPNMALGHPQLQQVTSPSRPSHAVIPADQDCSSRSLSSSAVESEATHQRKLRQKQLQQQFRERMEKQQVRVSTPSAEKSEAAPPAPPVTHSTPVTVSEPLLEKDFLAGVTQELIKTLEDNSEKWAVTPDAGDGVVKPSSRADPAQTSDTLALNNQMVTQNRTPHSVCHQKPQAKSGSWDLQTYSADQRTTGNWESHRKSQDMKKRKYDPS
EWS-Fli inh – blocks EWS/Fli oncoprotein-driven transcription; A673 NR0B1-luciferase reporter, viability-normalised; inhibition, % at 12.6 µM; 350,000 tested, 0.67% active; AID 651661;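 active = mean inhibition of at least 50% after viability correction, with every replicate also passing that limit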;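 also: firefly luciferase signal divided by Alamar Blue viability fluorescence both relative to DMSO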
* hit, by the source's call; . = no result given; & = joins results of further samples.

Structure,EWS-Fli inh,S100A4 inh HTS,RAD52 anneal inh,XiGFP reactiv,E-selectin induc,RAD54 branch,esBAF inh,FN deposition inh
COc1ccc(NC(=O)N(C)C[C@H]2OCc3cnnn3CCCC(=O)N([C@H](C)CO)C[C@H]2C)c(OC)c1,-1,-13,-8,0.1,0.0,-22,2,10
Cc1cc(C(=O)Nc2ccc(Cl)cc2)c(C)n1-c1ccccc1,58*,-6,-21,0.2,-0.1,0,.,3
CCCCOc1ccc(/C=C/C(=O)NC2=Nc3ccccc3NC(C)=C2C(=O)OCC)cc1OC,12,1,-44,0.4,0.5,.,.,-7
C=CCn1c(COc2ccc(OC)cc2)nnc1SCn1nnc2ccccc2c1=O,-16,18,-6,0.0,-0.3,.,.,3
C[C@@H]1CCCCO[C@@H](CN(C)S(=O)(=O)c2ccccc2)[C@@H](C)CN([C@H](C)CO)C(=O)c2cc(NC(=O)Nc3ccc(F)cc3)ccc2O1,0,2,9,0.1,0.1,-2,-5,.
COc1ccc(CN(C)C[C@H]2OCCCC[C@H](C)Oc3ccc(NC(=O)NC(C)C)cc3C(=O)N([C@@H](C)CO)C[C@@H]2C)cc1,9,-8,9,0.2,0.1,3,-7,.
CCS(=O)(=O)N1CCC2(CC1)CN[C@H](CO)c1c2c2ccc(OC)cc2n1C,8,-5,5,0.0,0.1,.,.,-6
Cc1cc(OCC(=O)OCC(=O)N(C)C2CCS(=O)(=O)C2)ccc1Cl (stereo unspecified),0,5,-7,0.0,0.2,-1,-1,5
Nc1nc(N)c(N=Nc2ccc(Cl)cc2)c(=O)[nH]1,-47,-2,-5,0.3,.,2,.,-2
COCC#Cc1ccc2c(c1)O[C@H](CN(C)S(=O)(=O)c1ccc(C)cc1)[C@@H](C)CN([C@@H](C)CO)S2(=O)=O,5,-20,1,-1.3,1.5,-4,2,-14
C[C@H](CO)N1C[C@H](C)[C@@H](CN(C)C(=O)C2CCC2)Oc2ncc(C#CCc3ccccc3)cc2C1=O,-16,-25,9,-1.0,-0.2,-6,1,.
COc1ccc(C2CC(c3cccc(Cl)c3)=NN2c2ccc(S(N)(=O)=O)cc2)cc1 (stereo unspecified),10,4,-13,0.1,-0.9,-2,-5,-4
CNC(=S)NC12CC3CC(CC(C3)C1)C2,6,1,3,0.2,-0.2,.,.,-5
O=C1N(c2ccccc2)c2ccccc2[C@]12C[C@H](O)CO2,-3,2,-9,0.0,-0.1,.,.,-6
C[C@H](CO)N1C[C@H](C)[C@@H](CN(C)C(=O)Nc2ccc(F)cc2)OCCCC[C@H](C)Oc2ccc(NC(=O)Nc3ccccc3)cc2C1=O,7,12,5,0.0,5.0,16,-3,-2
O=C(CSc1nc(C2CC2)nc2ccccc12)Nc1ccc2c(c1)OCCO2,.,1,8,.,.,-8,9,-2
O=C(c1ccccc1)N(Cc1nc2ccccc2c(=O)[nH]1)C1CCCC1,8,-11,-15,0.0,.,.,.,8
C[C@H](CO)N1C[C@H](C)[C@H](CN(C)Cc2ccc(Oc3ccccc3)cc2)Oc2ccc(NC(=O)CCC(F)(F)F)cc2C1=O,10,-7,27,0.7,0.2,-2,-3,.
Cc1ccc(C)c(NC(=O)CN(C)C(=O)c2ccc3[nH]c4c(c3c2)CC(C)CC4)c1 (stereo unspecified),-13,-2,-2,-0.1,1.2,.,.,-6
Cc1c(Cl)cccc1NC(=O)CNC(=O)C1CC(=O)N(C2CCCC2)C1 (stereo unspecified),6,-3,-14,0.4,0.8,4,1,-2
COC(=O)C[C@H]1C[C@H]2c3cc(NC(=O)C4CCC4)ccc3O[C@H]2[C@H](CO)O1,-5,6&4,-9&7,0.1&0.1,.,.,0,-3&2
CO[C@H]1CN(C)C(=O)c2cc(NC(=O)c3cc(C)on3)ccc2OC[C@@H](C)N(C)C[C@@H]1C,3,-5,-5,0.1,0.8,12,1,.
C[C@H]1CN([C@@H](C)CO)C(=O)c2cccc(NC(=O)c3cnccn3)c2O[C@@H]1CN(C)C(=O)Nc1ccc(F)cc1,-7,6,-4,0.0,-3.3,-4,2,.
COc1ccc(NC(=O)c2nn(C34CC5CC(CC(C5)C3)C4)cc2[N+](=O)[O-])cc1,0,8,2,0.0,.,.,.,5
O=C(c1cc(F)c(F)c(F)c1F)N1CCN(Cc2ccc3c(c2)OCO3)CC1,4,1,-4,0.0,.,2,-2,-8
c1ccc(-c2ccc(-c3ccncn3)cc2)cc1,-92,-1,-6,0.5,0.0,0,.,1
CCCS(=O)(=O)NC(=O)C1(C)CCN(C(=O)c2ccc(OC(F)F)cc2)C1 (stereo unspecified),-2,-1,-8,0.8,-0.2,8,0,5
O=C(CNC(=O)c1cccc(OC(F)F)c1)OCC(=O)c1ccccc1,13,-12,-8,-0.2,.,-2,-3,.
CCCCC(=O)NC(=S)Nc1nnn(CCC)n1,19,-5,-22,-0.1,-0.7,.,.,-11
COc1ccc(-c2n[nH]c3c2CN(C(=O)c2ccc(F)cc2)CC3)cc1,.,0,0,0.0,.,3,-3,14
CC(=O)NCCC1CCN(C(=O)C2CCC(=O)N(C3CCCC3)C2)CC1 (stereo unspecified),.,0,-11,0.0,.,3,0,-10
O=[N+]([O-])c1ccc(CS(=O)(=O)c2ncn[nH]2)cc1,0,1,-1,0.0,.,6,3,6
CC(C)(C)c1ccc(-c2noc(C(=O)NN)n2)cc1,-8,-5,-13,-0.1,0.7,3,.,-11
O=C(C[C@@H]1C[C@H]2c3cc(NC(=O)NC4CCCC4)ccc3O[C@H]2[C@H](CO)O1)NCc1ccccc1,8,3,8,0.0,0.3,0,0,-5
Cn1ncnc1SCc1cn2cccnc2n1,10,11,-6,0.1,.,.,-5,-13
COc1ccc(NC(=O)N(C)C[C@@H]2OCc3cn(nn3)CCCC(=O)N([C@H](C)CO)C[C@@H]2C)c(OC)c1,-2,2,-1,-0.6,0.2,-4,0,-2
CCOc1cc(/C=N/NC(=O)C(=O)NCc2ccc3c(c2)OCO3)ccc1OCC(=O)N1CCOCC1,.,0,-9,-0.1,.,1,4,4
COc1cccc2c1cc1c(=O)n(CC(=O)N3CCCCCC3)nc(C)n12,.,5,-6,0.0,.,-6,0,7
COc1cccc(NC(=O)c2ccccc2C(F)(F)F)c1,-14,1,-6,0.2,-1.9,4,12,-2
COC(=O)Cc1c(C(=O)OC)nnn1-c1cccc(C(F)(F)F)c1,-6,-1,-7,0.0,.,.,.,0
O=S(=O)(c1ccc(F)cc1)N1CCCCN2[C@H](C1)[C@H](c1ccc(-c3ccccc3F)cc1)[C@@H]2CO,6,-6,13,.,.,4,.,.
CN=C(Nc1ccc(C(=O)OC)s1)c1ccccc1,0,0,-6,0.0,.,.,.,-4
CCOC(=O)C1=C(C)NC(C)=C(C(=O)OCC)C1C(=O)OCC(=O)NC(C)c1ccccc1 (stereo unspecified),-4,-5,-12,2.3,-0.2,-8,-1,5
COc1cccc(-c2nn(C)c3sc(C(=O)NCc4ccco4)cc23)c1,.,.,.,.,-1.5,11,-6,2
CN(C)CC(=O)Nc1ccc2c(c1)[C@@H]1C[C@H](CC(=O)NCc3cccc(F)c3)O[C@@H](CO)[C@@H]1O2,2,-1,-2,0.0,0.0,2,2,.
C[C@@H]1CCCCO[C@@H](CN(C)S(=O)(=O)c2ccc(F)cc2)[C@@H](C)CN([C@@H](C)CO)C(=O)c2cc(NC(=O)c3ccccc3)ccc2O1,12,-11,-27,0.4,0.0,-10,1,-4
CCOC(=O)C1CCN(C(=O)c2cccc(S(=O)(=O)N3CCCc4ccccc43)c2)CC1,10,-4,-2,0.0,.,8,5,3
COc1ccc(CN(C)C[C@@H]2OCCCC[C@H](C)Oc3ccc(NC(=O)C4CCCCC4)cc3C(=O)N([C@H](C)CO)C[C@H]2C)cc1,.,-4,23,0.1,0.7,3,-1,8
C=CCN(CC=C)CC(=O)Nn1c(C)ccc1C,1,-1,-22,0.1,0.1,4,-5,.
C/C(CC(=O)Nc1ccc2c(c1)OCCO2)=N\NC(=O)COc1ccc(C)cc1,3,-19,-8,0.1,.,-7,-3,6
COc1ccc(-c2cc(C(=O)Nc3cc(C)on3)c3ccccc3n2)c(OC)c1,14,-7,-16,0.2,1.2,10,.,.
c1ccc(N2CCN(CC3CCCCC3)CC2)cc1,6,-2,-8,0.1,0.0,-8,-2,-3
CCn1ccnc1CNC(=O)CC1C(=O)NCCN1Cc1ccc(OC)cc1OC (stereo unspecified),-4,-10,-7,-0.6,.,0,.,5
O=C1CN(S(=O)(=O)c2ccccc2)C[C@H]2[C@@H](c3ccc(C#CCc4ccccc4)cc3)[C@@H](CO)N12,7,0,-9,0.2,0.1,.,.,.
CC(C)NC(=O)Nc1ccc2c(c1)C(=O)N([C@H](C)CO)C[C@H](C)[C@@H](CN(C)Cc1ccc3c(c1)OCO3)OCCCC[C@@H](C)O2,-1&-1,2,-4,0.0&0.0,2.8,-5&-2,-4&-1,4&2
CN(C)c1nc(N)c([N+](=O)[O-])c(N2CCCCCC2)n1,4,-7,4,0.3,-0.3,-6,-6,1
CC1CCCCC12NC(=O)N(CC(=O)OCc1ccccc1F)C2=O (stereo unspecified),-13,0,10,0.1,-0.1,2,1,-6
O=C(C[C@@H]1CC[C@@H]2[C@H](COC[C@H](O)CN2Cc2ccc(F)cc2)O1)NCc1ccccc1Cl,-7,-13,12,0.0,0.1,-8,5,10

Compounds were not picked by outcome; 3% or so of the library scored in one or more.
